Sm TGR block: S. mansoni TGR enzyme inhibition; Q962Y6; AID 485364; 360,000 tested, 3% active; purified TGR, DTNB reduction, TNB absorbance 405 nm; Potency, µM (series often up to 114 µM), for inactives: at the top dose activity change, negative = inhibition, hits mostly inhibitors; also: potency is read from the fitted curve at half-maximal effect; nearly all actives have a fitted effect of over 60% in size
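First, TGR (20 nM dispensed) and NADPH were mixed with compound. Second, a 15 min room-temperature incubation followed. Third, further NADPH and then DTNB were added to start the reaction. Finally, TNB absorbance was monitored kinetically.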
AMA1 RON2 block: inhibitors of Plasmodium falciparum AMA1-RON2 interaction | AlphaScreen AMA1-biotinylated RON2 peptide binding | Potency, µM (series often up to 58.2 µM), for the others: top-dose activity change, negative = inhibition, hits mostly inhibitors | 360,000 tested, 0.2% active;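 also: potency is read from the fitted curve at half-maximal effect; 0% = vehicle wells and -100% = peptide control; nearly all actives have a fitted effect of over 45% in size; some results filed as inactive show a strong effect at the top dose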
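AMA1 (3D7) with his tag at 25 nM final met compounds first, then biotinylated RON2 peptide at 25 nM; detection used donor plus acceptor beads, 10 µg/mL apiece, read by AlphaScreen after 30 min at room temperature.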
AmpC detergent: AmpC beta-lactamase inhibition with detergent present; P00811; AmpC hydrolysis of nitrocefin, absorbance 480 nm, 0.01% Triton; Potency, µM (series often up to 114 µM), for the others: top-dose activity change, negative = inhibition, usual class: inhibitors; 370,000 tested, 0.041% active; AID 485294;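 also: potency is read from the fitted curve at half-maximal effect; 0% = no-compound wells and -100% = no-enzyme wells; nearly all actives have a fitted effect of over 25% in size; some results filed as inactive show a strong effect at the top dose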
Target sequence (P00811 whole entry, looked up): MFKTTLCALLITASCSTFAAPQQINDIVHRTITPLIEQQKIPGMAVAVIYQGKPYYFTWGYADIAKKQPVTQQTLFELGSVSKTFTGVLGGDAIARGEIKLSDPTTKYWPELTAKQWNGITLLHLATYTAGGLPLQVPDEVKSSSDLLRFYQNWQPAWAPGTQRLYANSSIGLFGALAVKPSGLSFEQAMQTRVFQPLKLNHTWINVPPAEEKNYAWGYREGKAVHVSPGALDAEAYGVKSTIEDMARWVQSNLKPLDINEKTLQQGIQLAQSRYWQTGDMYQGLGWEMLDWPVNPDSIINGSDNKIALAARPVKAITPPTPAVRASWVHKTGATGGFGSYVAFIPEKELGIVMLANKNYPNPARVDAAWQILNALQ
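AmpC (5.3 nM in the dispensed reagent) in 20 mM phosphate pH 7.0 with 0.01% (detergent screen) or 0.0001% Triton X-100 was preincubated with compounds for 15 min at room temperature. Nitrocefin was then added from an 800 uM solution, and hydrolysis was followed at 480 nm.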
AmpC inh no detg: AmpC beta-lactamase inhibition without detergent. AmpC nitrocefin hydrolysis, absorbance 480 nm, 0.0001% Triton. Potency, µM (highest dose often 57.1 µM), for the others: top-dose activity change, negative = inhibition, actives largely listed as inhibitors. AID 485341. 330,000 tested, 0.52% active;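 also: potency is read from the fitted curve at half-maximal effect; plate controls were no compound for no effect and no enzyme for full effect; nearly all actives have a fitted effect of over 20% in size; some results filed as inactive show a strong effect at the top dose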
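AmpC (5.3 nM in the dispensed reagent) in 20 mM phosphate pH 7.0 with 0.01% (detergent screen) or 0.0001% Triton X-100 was preincubated with compounds for 15 min at room temperature. Nitrocefin was then added from an 800 uM solution, and hydrolysis was followed at 480 nm.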
FBPA Giardia inh: Giardia lamblia aldolase inhibition. purified Giardia FBPA. A8B2U2. 290,000 tested, 0.71% active. Potency, µM (top dose mostly 59.6 µM), for the others: at the top dose activity, negative = inhibition, usual class: inhibitors; also: potency is read from the fitted curve at half-maximal effect; nearly all actives have a fitted effect of over 55% in size
Target sequence (A8B2U2 whole entry, looked up): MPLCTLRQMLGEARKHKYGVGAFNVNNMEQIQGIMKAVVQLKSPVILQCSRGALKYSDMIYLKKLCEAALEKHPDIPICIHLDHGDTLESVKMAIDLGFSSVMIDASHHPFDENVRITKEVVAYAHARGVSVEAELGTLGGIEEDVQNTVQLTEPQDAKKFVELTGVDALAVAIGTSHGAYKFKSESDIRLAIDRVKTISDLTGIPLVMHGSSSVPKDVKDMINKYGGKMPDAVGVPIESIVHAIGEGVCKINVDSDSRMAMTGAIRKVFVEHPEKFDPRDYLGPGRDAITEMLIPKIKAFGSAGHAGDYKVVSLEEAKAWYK
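40 nM FBPA preincubated 10 min at RT with compound (up to 57.5 uM final), then substrate plus GAPDH/TPI/NAD/arsenate coupling and diaphorase/resazurin added. Fluorescence read after 20 min at RT, 525/598 nm.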
HCMV antiviral: blocks human cytomegalovirus replication. HFF cells, HCMV-luciferase reporter, 72 h; stronger effect = lower value. activity change, negative = inhibition, % at 57.5 µM. 410,000 tested, 4.5% active; in the data active = activity change below about -60%; inconclusive = no clear call, values can overlap the other calls; inactive = above about -39%
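Luciferase read-out from HCMV-luciferase-infected HFFs (MOI 1 PFU/cell) 72 h post infection at 37C; compounds added after 16 h cell attachment; activity normalized between buffer-only basal and Salinomycin (10uM) inhibitor controls.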
The depositor's hits bear a star; u = inconclusive; x = no result given; & = joins results of further samples; [ ] = another dose, or the depositor's remark. Unless noted, calls follow the shape of the dose curve; as a rule, active = well fitted curve in the direction sought with a large enough effect; inconclusive = small, poorly fitted or top-dose-only effect, or another doubt; inactive = no such curve, though single readings can be large; an effect the other way counts as inactive or inconclusive. Unless noted, % is scaled to controls: 0 for no effect and ±100 for the full control effect.

SMILES	Sm TGR block	AMA1 RON2 block	AmpC detergent	AmpC inh no detg	FBPA Giardia inh	HCMV antiviral
COc1ccc(NC(=O)C2CCN(S(=O)(=O)c3ccc4c(c3)NC(=O)CO4)CC2)cc1	2%	-9%	-2%	-22%	x	-19
CCCn1c(C)cc(C(=O)COc2ncnc3sccc23)c1C	u	-2%	-15%	-16%	-2%	49
COc1ccccc1CN(C)CC(=O)Nc1ccccc1-c1ccccc1	23%	4%	-1%	41%	-2%	-21
COc1ccccc1NC(=O)CCN1CCN(CCC(=O)Nc2ccccc2OC)CC1	-7%	x	-8%	7%	11%	x
COc1ccc(S(=O)(=O)NCc2nc3nc(C)cc(C)n3n2)cc1OC	2%&2%	0%	-12%&19%	-11%	6%	-3&14
COc1ccc(NC(=O)CCN2C(=O)C3CC=C(Cl)CC3C2=O)cc1 (stereo not drawn)	-7%	20%	-4%	-17%	2%	-24
Cc1cccc(C)c1NC(=O)CN(C)C(=O)c1ccccc1OCc1ccc(F)cc1	1%	13%	-13%	39%	x	-31
CCCCOc1ccccc1NC(=O)CC1SC(=NCC)N(CC)C1=O (stereo not drawn)	-9%	1%	-2%	33%	3%	-22
OCC[C@H]1C[C@H](O)[C@@H](O)[C@]2(Cc3ccccc3CO2)O1	-13%	0%	-12%	-4%	x	u
CCc1nnc(NC(=O)CSc2nc3c([nH]c4ccccc43)c(=O)n2-c2cc(C)cc(C)c2)s1	5%	x	5%	x	x	20
COc1ccc(N2CCCn3c2nc2c3c(=O)n(Cc3ccc(F)cc3)c(=O)n2C)c(OC)c1	-3%	-5%	16%	-25%	-22%	-12
CCC(Sc1nc(-c2ccccc2)cc(=O)[nH]1)C(=O)O (stereo not drawn)	-1%	-1%	u	-12%	11%	31
O=C1COc2ccc(-c3cc(-c4ccccc4)c4c(n3)-c3ccccc3OC4)cc2N1	6%	x	2%	x	x	-10
O=C1CC(c2c(F)cccc2Cl)C2=C(COC2=O)N1 (stereo not drawn)	-5%	15%	0%	u	1%	28
CCCNS(=O)(=O)c1ccc(OCC(=O)NCCC2=CCCCC2)cc1	0%	0%	1%	2%	-1%	6
CCN(CC)S(=O)(=O)c1ccc(Br)c(OC)c1	1%	0%	u	-15%	14%	30
C/C(=N\NS(=O)(=O)c1ccc([N+](=O)[O-])cc1)c1ccc(NC(=O)c2ccco2)cc1	-19%	10%	-5%	-36%	-4%	41
CC1CCCN(CCCOc2ccccc2-c2ccccc2)C1 (stereo not drawn)	5%	-8%	u	-2%[2.29 µM]	u	-35
CCOc1ccc(C(=O)Nn2cnnc2)cc1OCC	8%	4%	-6%	-5%	3%	-23
COc1ccccc1-n1c(SCC(=O)Nc2ccccc2C)nc(O)cc1=O	0%	0%	-14%	-19%	5%	-22

By substructure: those above containing an aryl thioether with sulfur outside any ring.
SMILES	Sm TGR block	AMA1 RON2 block	AmpC detergent	AmpC inh no detg	FBPA Giardia inh	HCMV antiviral
CCc1nnc(NC(=O)CSc2nc3c([nH]c4ccccc43)c(=O)n2-c2cc(C)cc(C)c2)s1	5%	x	5%	x	x	20
CCC(Sc1nc(-c2ccccc2)cc(=O)[nH]1)C(=O)O (stereo not drawn)	-1%	-1%	u	-12%	11%	31
COc1ccccc1-n1c(SCC(=O)Nc2ccccc2C)nc(O)cc1=O	0%	0%	-14%	-19%	5%	-22

Following part:
SMILES	Sm TGR block	AMA1 RON2 block	AmpC detergent	AmpC inh no detg	FBPA Giardia inh	HCMV antiviral
CC(C)C(c1nnnn1C1CCCC1)N1CCCCC1 (stereo not drawn)	-12%	-22%	-6%	13%	-17%	30
COc1ccc(C(=O)Nc2ccc(-c3nc4ccccc4s3)cc2C)cc1Cl	2%	x	1%	x	x	44
COC(=O)C/C=C/[C@@H](C)[C@@H](/C=N/OC[C@H]1O[C@H](c2ccccc2)C=C[C@@H]1Oc1ccc(OC)cc1)OC	-24%	x	u	58%	3%	x
COc1cc(C(=O)N2CCC(O)(c3ccccc3)CC2)cc(OC)c1OC	-4%	1%	0%	1%	4%	61
COc1ccc(-c2cc(C(F)(F)F)nc(SCCC(=O)Nc3cc(C)ccc3O)n2)cc1	7%	x	31%[activator]	x	x	u
N=C1c2ccccc2CN1c1ncccn1	5%	-14%	5%	-18%	1%	u
CS(=O)(=O)Nc1ccc(C(=O)CSc2nnc(C3CC3)n2C2CC2)cc1	-28%	1%	0%	3%	x	4
COc1ccc(C(CNC(=O)Cc2ccccc2Cl)N2CCCCC2)cc1 (stereo not drawn)	-1%	0%	-8%	-2%	2%	-37
Sc1nnc(-c2ccc(Cl)cc2)n1Cc1ccccc1	-9%	42%[activator]	-6%	-47%	x	u
O=C(CSc1n[nH]c(-c2ccccn2)n1)Nc1ccc(Cl)cc1	-20%	-86%	-4%	-35%	u	-96*
CCn1c(SCC(=O)Nc2ccccc2C)nc2nc3c(cc2c1=O)COC(C)(C)C3	-11%	0%	9%	1%	3%	-6
Cc1cnc(NC(=O)C2CCCO2)s1 (stereo not drawn)	5%	0%	u	-11%	3%	-4
CCOc1ccc(NC(=O)NC2CCCc3ccccc32)cc1 (stereo not drawn)	1%	6%	2%	-7%	14%	-3
Cc1c(Br)cc(C(=O)N2CCCCCC2)c(C)c1C	-4%	2%	5%	61%[activator]	7%	-34
O=C1O/C(=C/C(=O)N2CCOCC2)c2ccccc21	-14%	6%	-5%	-16%	20%	3
O=C(Cn1nnc(-c2ccccc2)n1)NNC(=O)c1ccco1	5%	37%[activator]	6%	-17%	2%	-24
CC(C)(O)C#Cc1ccccc1C(=O)NC(CC(N)=O)C(=O)O (stereo not drawn)	u	13%	-7%	x	-6%	8
COc1ccc(/C=C(\NC(=O)c2ccc(OC)cc2)C(=O)NC(CCSC)C(=O)O)cc1 (stereo not drawn)	0%	16%	u	-22%	9%	11
Cc1cccc(N(CC(=O)NC(C)(C)C)C(=O)CNC(=O)c2cccs2)c1	x	-1%	-11%	1%	3%	13
COc1ccccc1OCC(=O)Nc1cc2c(cc1C(=O)O)OCCCO2	-6%	10%	2%	-26%	0%	-26

Filtered by structure: the entries above containing two or more sulfur atoms (2)
SMILES	Sm TGR block	AMA1 RON2 block	AmpC detergent	AmpC inh no detg	FBPA Giardia inh	HCMV antiviral
CCc1nnc(NC(=O)CSc2nc3c([nH]c4ccccc43)c(=O)n2-c2cc(C)cc(C)c2)s1	5%	x	5%	x	x	20
CS(=O)(=O)Nc1ccc(C(=O)CSc2nnc(C3CC3)n2C2CC2)cc1	-28%	1%	0%	3%	x	4

Going on with the list:
SMILES	Sm TGR block	AMA1 RON2 block	AmpC detergent	AmpC inh no detg	FBPA Giardia inh	HCMV antiviral
CC(C)Cn1c(N)c(C(=O)COC(=O)c2c(O)c(Cl)cc(Cl)c2Cl)c(=O)n(C)c1=O	u	8%	-6%	-15%	x	82
CNNC(=O)C(=O)NNS(=O)(=O)c1ccccc1	5%	97%[activator]	0%	-14%	-15%	-27
COc1cccc(-c2cc(C(=O)NCCc3ccccc3)no2)c1	-10%	10%	-11%	-4%	0%	-13
Nc1nonc1-c1nc2ccccc2n1Cc1ccc(F)cc1Cl	11%	0%	2%	-21%	2%	-29
CC(C)N(CC#CC(O)(c1ccccc1)c1ccccc1)C(C)C	40µM*	1%	-8%	31%	-7%	11
Nc1ccc(C(=O)NNC(=O)C2COc3ccccc3O2)cc1[N+](=O)[O-] (stereo not drawn)	2%	78%[activator]	-13%	-12%	x	-27
Cc1nc(S(=O)(=O)N2CCN(C3c4ccccc4-c4ccccc43)CC2)cn1C	-8%	-14%	-5%	49%	8%	-29
Cc1cccc(NC(=O)COC(=O)c2ccc3nc(C)c(C)nc3c2)c1	x	-11%	x	93%[activator]	x	7
O=C1CC(C(=O)O)S/C(=N\NC(=O)c2ccccc2)N1 (stereo not drawn)	7%	40%[activator]	-5%	-23%	u	-82*
CCN(CC)Cc1ccc(NC(=O)c2sc3cc(Cl)ccc3c2Cl)cc1	9%	-22%	1%	3%	-1%	-104*
C/C=C/c1ccc(OCCCNCC(C)O)c(OC)c1 (stereo not drawn)	-18%	-4%	-1%	3%	-1%	-1
NC(=O)C1CCN(C(=O)c2cccc3ccccc23)CC1	8%	-1%	u	-12%	3%	119
CCC1(CC)Cc2ccccc2-c2nc(NCCO)[nH]c(=O)c21	-2%	-4%	-9%	-23%	-8%	4
Cc1ccc2c(c1)[C@@H]1[C@H](CO2)[C@H](c2ccccc2)[C@@]2(C)C(=O)N[C@H](C)C(=O)N12	x	-4%	x	21%	x	2
OCCCNc1nc(-c2ccc(Cl)cc2)nnc1-c1ccc(Br)cc1	0%	-5%[11.6 µM]	u	-32%	0%	-19
CCCN(CC(=O)Nc1ccc(F)c(F)c1F)C(=O)Cn1c(=O)cnc2ccccc21	-2%	15%	-4%	-9%	x	0
CC(=O)c1cccc(NC(=O)C2CCN(S(=O)(=O)c3ccc4c(c3)CCCN4C(C)=O)CC2)c1	-10%	x	1%	x	x	-17
CCOc1ccc(CCNCc2c(C(=O)O)c(C)n(Cc3ccccc3F)c2C)cc1	-11%	x	2%	x	x	6
Cc1ccc(CN2CC(C(=O)N3CCN(S(=O)(=O)c4ccc(C(C)C)cc4)CC3)CC2=O)cc1 (stereo not drawn)	6%	14%	u	249%[activator]	x	-31
CCN(CC)CCNC(=O)C(=O)NCC1OCCN1S(=O)(=O)c1ccc([N+](=O)[O-])cc1 (stereo not drawn)	-10%	6%	-4%	-28%	2%	-5
O=C(N/N=C/c1ccc(OC(F)F)cc1OC(F)F)c1cccc(S(=O)(=O)N2CCOCC2)c1	-6%	-1%	-5%	0%	3%	-19
CC1(C)C2CC=C(/C=N/NC(=S)NCCc3ccccc3)C1C2 (stereo not drawn)	-8%	23%	1%	-19%[2.29 µM]	-6%	1
COc1cccc(-n2c(C)nnc2SCC(=O)Nc2ccccc2N2CCOCC2)c1	0%	2%	u	57%	1%	46
CC1(C)CC(NC(=O)c2ccc(Br)o2)CC(C)(C)N1	-1%	4%	0%	-14%	-13%	-5
O=C(O)c1ccc(CNC(=O)c2ccccc2NC(=O)c2cccc([N+](=O)[O-])c2)cc1	1%	-16%	0%	-17%	0%	13
O=C(O)Cc1ccc(Oc2ncc(C(F)(F)F)cc2Cl)cc1	7%	2%	1%	-29%	16%	-23
CC(C)(C)NC(=O)Cn1c(=O)c(=O)n(Cc2ccccc2)c2ccc(Cl)cc21	7%	3%	-14%	-28%	1%	u
Cc1nc(N2CCOCC2)nc2c1CCCC2	-8%	-4%	-1%	-12%	4%	-18
C=CCn1c(=S)[nH]c2cc(C(=O)Nc3ccc(F)cc3)ccc2c1=O	2%	90%[activator]	-1%	-23%	u	-15
Cc1onc(-c2c(Cl)cccc2Cl)c1C(=O)Nc1ccc2c(c1)OCO2	-14%	-3%	-13%	-39%	-8%	u
COc1ccc(NC(=O)Nc2ccc(OCC(=O)N3CCOCC3)cc2)cc1OC	-2%	3%	u	-8%	u	-13
Cc1nc(-c2cccc(Br)c2)ccc1C(=O)O	-4%	-21%	-3%	80%[activator]	14%	-24
CS(=O)(=O)Nc1ccc(C(=O)NC2CCCCC2)cc1	11%	6%	u	-10%	4%	-29
CC1(C)CC(=O)C2=C(C1)N=c1s/c(=C/c3ccc(F)c(F)c3)c(=O)n1C2c1ccc(F)cc1 (stereo not drawn)	10%	-8%	-2%	-14%	-1%	-7
